# From PubChem
# UGM FP inh – inhibitors of M. tuberculosis UDP-galactopyranose mutase | purified UGM, fluorescence polarization probe displacement | P9WIQ1 | 320,000 compounds, 0.06% hits | inhibition, % at 10 µM | AID 504406; in the data active means inhibition above about 10%, passing the limit was not always enough
# Target sequence (P9WIQ1 whole entry, looked up): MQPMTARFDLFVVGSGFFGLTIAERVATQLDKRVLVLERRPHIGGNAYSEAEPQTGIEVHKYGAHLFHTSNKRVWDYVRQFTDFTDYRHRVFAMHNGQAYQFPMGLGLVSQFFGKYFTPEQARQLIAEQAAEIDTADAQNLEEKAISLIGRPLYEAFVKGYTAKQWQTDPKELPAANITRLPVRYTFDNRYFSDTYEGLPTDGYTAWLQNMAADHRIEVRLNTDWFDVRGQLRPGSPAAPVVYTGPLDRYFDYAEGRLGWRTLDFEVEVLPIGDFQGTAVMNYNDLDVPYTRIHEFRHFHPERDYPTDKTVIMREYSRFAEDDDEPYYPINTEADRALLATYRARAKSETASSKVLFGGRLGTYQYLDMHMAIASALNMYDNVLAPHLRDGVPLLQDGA
# Rv3671c inh – inhibitors of M. tuberculosis serine protease Rv3671c. 320,000 compounds, 0.048% hits. AID 2606. inhibition, % at 5.96 µM. P9WHR9; in the data active means inhibition above about 38%;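 further: extracellular domain of Rv3671c used as enzyme; 0% = enzyme with DMSO and 100% = no enzyme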
# MazF activator – increases E. coli MazEF RNase cleavage of RNA; P0AE70; FAM/BHQ RNA-DNA oligo cleavage fluorescence, 5 h; activation, % at 20 µM; 350,000 compounds, 0.32% hits; AID 504720; in the data active means activation above about 50%
# Target sequence (P0AE70 whole entry, looked up): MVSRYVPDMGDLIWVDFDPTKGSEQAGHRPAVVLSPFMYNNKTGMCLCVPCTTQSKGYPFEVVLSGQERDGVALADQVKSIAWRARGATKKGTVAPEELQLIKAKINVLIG
# Mtb FBA inh – Mtb fructose-bisphosphate aldolase inhibition; P9WQA3; purified M. tuberculosis FBA, fluorescence read-out; inhibition, % at 1 µM; 360,000 compounds, 2.3% hits; in the data active means inhibition above about 27%;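 further: 0% = vehicle and 100% = reference inhibitor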
# Target sequence (P9WQA3 whole entry, looked up): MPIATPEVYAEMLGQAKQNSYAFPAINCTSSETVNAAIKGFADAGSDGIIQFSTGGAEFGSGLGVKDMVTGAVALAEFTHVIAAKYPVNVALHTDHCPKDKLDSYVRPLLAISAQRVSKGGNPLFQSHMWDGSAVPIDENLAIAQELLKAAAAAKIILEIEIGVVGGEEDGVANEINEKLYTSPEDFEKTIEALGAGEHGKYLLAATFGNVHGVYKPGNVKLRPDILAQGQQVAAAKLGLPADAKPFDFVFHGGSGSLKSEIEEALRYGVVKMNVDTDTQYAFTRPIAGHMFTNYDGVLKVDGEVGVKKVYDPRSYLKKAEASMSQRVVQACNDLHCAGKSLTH
# PriA SSB inh – blocks PriA binding to SSB C-terminal tail | AlphaScreen SSBct-PriA binding, biotinylated peptide | inhibition, % at 33 µM | 430,000 compounds, 0.6% hits; in the data active means inhibition mostly above about 37%, no sharp cut-off; inactive means mostly below about 20%;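 further: plate controls were negative control peptide for no effect and reference peptide for full effect; strong numbers were not always called active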
# Vc quorum ag – inducers of Vibrio cholerae quorum light production without autoinducers | AID 588436 | 350,000 compounds, 0.16% hits | V. cholerae BH1578 lux reporter, luminescence, 6 h | activation, % at 18.7 µM; in the data active means activation mostly above about 9.7%, no sharp cut-off; further: not every result past the cut was called active; inactives centre near 0; reference of the scale not given here
# GDH-TPI inh – counter-screen for M. tuberculosis FBA inhibitors: GDH-TPI coupled enzymes; inhibition, % at 4.8 µM; AID 588335; GDH-TPI coupled enzyme counterscreen, NADH absorbance; 360,000 compounds, 1.2% hits; in the data active means inhibition above about 30%;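 further: 0% = DMSO wells and 100% = wells lacking the enzyme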
# Mtb BioA inh – inhibitors of Mycobacterium tuberculosis BioA enzyme; purified M. tuberculosis BioA enzyme, plate reader; AID 602481; inhibition, % at 9.99 µM; 360,000 compounds, 0.096% hits; in the data active means inhibition above about 40%
# VHR inh abs – DUSP3 (human) phosphatase inhibition; inhibition, % at 13.3 µM; 290,000 compounds, 0.52% hits; AID 1654; P51452; recombinant VHR phosphatase, pNPP absorbance; in the data active means inhibition above about 50%; further: some compounds called inactive have numbers as strong as hits
# Target sequence (P51452 whole entry, looked up): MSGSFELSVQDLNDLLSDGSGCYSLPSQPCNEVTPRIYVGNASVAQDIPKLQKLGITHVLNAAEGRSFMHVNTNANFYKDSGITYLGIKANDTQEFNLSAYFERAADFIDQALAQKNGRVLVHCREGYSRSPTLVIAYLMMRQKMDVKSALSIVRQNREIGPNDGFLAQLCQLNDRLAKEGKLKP
# 3CLpro inhibitor – SARS-CoV 3CLpro protease inhibition. AID 1706. 290,000 compounds, 0.14% hits. inhibition, % at 6 µM. recombinant SARS-CoV 3CLpro, quenched FRET peptide cleavage; in the data active means inhibition above about 12%
# Numbers without * were called inactive; i = inactive; . = no result given; & = joins results of further samples.
SMILES,UGM FP inh,Rv3671c inh,MazF activator,Mtb FBA inh,PriA SSB inh,Vc quorum ag,GDH-TPI inh,Mtb BioA inh,VHR inh abs,3CLpro inhibitor
Cc1nn(-c2ccccc2)c2nc(C(Cl)(Cl)Cl)[nH]c(=O)c12,3.1,0,0,2,-1,i,-17,.,5,-1
C=CC[C@@H](CC(=O)N[C@H](CO)Cc1ccccc1)C(=O)N[C@H](C)COC(=O)[C@@H](CC=C)CC(=O)OC(C)(C)C,-1.5,6,4,-2,-14,i,4,-0.1,.,.
COC(=O)N1CCCCC1c1cc(C(=O)Nc2ccc3c(c2)OCO3)no1 (centres undefined),.,.,.,-3,.,-0.1,4,16,.,.
CCC(=O)N1CCN(c2ccc(NC(=O)c3ccc([N+](=O)[O-])o3)cc2)CC1,.,.,0,1,-2,-5.2,12,.,5,-4
CCC1Sc2ccccc2N(CC(=O)NCCC(C)C)C1=O (centres undefined),-0.1,-9,6,1,-13,-1.9,-3,-0.9,7,-3
O=C(O)c1cc(NCc2cccs2)ccc1N1CCOCC1,3.1,9,1,9,-7,-0.6,15,0.2,22,-3
CC12CCC(C(=O)Nc3ccccc3N3CCOCC3)(CC1=O)C2(C)C (centres undefined),0.2,5,-2,0,4&0,.,-6,5.3,-2,-5
COc1ccc(NC(=O)C2(S(=O)(=O)c3ccc(C)cc3)CC2)cc1OC,-2.0,3,10,-1,-7,-0.5,3,-0.4,36,0
COc1ccc(C2=NOC(C(=O)Nc3cccc(O)c3)C2)cc1 (centres undefined),4.6,-1,4,2,6,-0.6,3,-0.2,-20,1
OC(c1ccccc1)(c1nc(-c2ccc3c(c2)OCO3)cs1)C(F)(F)F (centres undefined),.,.,.,2,.,i,9,-0.5,.,.
Cc1ccc(NC(=S)NCCc2c[nH]c3ccccc23)c(C)c1,0.9,0,1,0,21,-0.2,6,.,-5,0
Cc1cccc(C(=O)NNC(=O)c2ccc(O)cc2)c1,-1.4,1,-1,1,-4,-0.4,-4,-0.1,-4,-2
O=C1CS/C(=N/N=C/c2c[nH]c3ccccc23)N1,-0.4,1,9,1,.,i,35*,-0.1,13,-2
CCn1c(=O)cc(SCC(=O)NCCN2CCN(Cc3ccccc3)CC2)c2ccccc21,0.5,6,-1,0,-18,i,17,0.6,11,1
Cc1ccc(C(=O)CCC(=O)Nc2ccccc2C)cc1C,-0.8,.,4,-1,-4,i,3,-0.9,11,5
[O-]c1c[n+](-c2ccc(-[n+]3cc([O-])on3)cc2)no1,0.7,4,9,-3,1,i,7,.,11,0
COc1ccccc1NC(=O)CSc1nnc(C2CCCCC2)n1C,2.4,5,-5,0,-10,0.7,6,-0.8,-8,0
OC(c1ccco1)c1nc(-c2cccs2)cs1 (centres undefined),.,.,.,12,.,-0.3,-1,0.4,.,.
C#CCOCCOCCOCCNc1nc(N2CCOCC2)nc(N2CCN(C(=O)Cn3cc(CCCCN)nn3)CC2)n1,.,.,4,1,-5,i,0,-0.5,.,.
O=C(c1ccc(C(F)(F)F)cc1)C1CCCN(C(=O)c2csnn2)C1 (centres undefined),-2.6,0,-5,4,-17,i,17,-0.2,10,5
CS(=O)(=O)N(CC(=O)N1CCN(Cc2ccccc2)CC1)c1ccc(F)cc1,-3.6,12,3,1,-14,i,-5,-0.3,-12,2
O=C(Cn1cnc2ccccc2c1=O)Nc1nnc(SCc2ccc(Cl)cc2)s1,-1.0,-6,3,2,-1,0.5,11,-2.1,23,2
CC(=O)Nc1ccc(N2C(=O)c3cccc(NC(C)=O)c3C2=O)cc1,-1.0,-5,6,-2,-16,0.4,1,.,-5,-1
Cc1ccc(OCCCCNC(C)c2ccccc2)c(C)c1 (centres undefined),-0.4,-1,18,3,-2,-0.2,3,-0.2,42,-4
CCNc1nc(NCC)nc(Oc2ccc(N)cc2)n1,-1.2,3,9,0,-16,-0.2,6,.,-10,5
CCOC(=O)CNC(=O)c1ccc(Cl)s1,3.1,-8,11,7,-8,2.8,-3,-0.3,-3,4
COc1cc(C(=O)NCc2ccco2)c(Br)c(OC)c1OC,-0.8,-3,10,0,-12,-17,7,0.0,17,2
Cc1sc2ncnc(-n3nnc4ccccc43)c2c1C,-0.3,3,-1,14,-9,1.1,0,.,-6,3
CCCCN(C)CC(O)Cn1cc(/C=C/C(=O)c2ccc(OCC)cc2)c2ccccc21 (centres undefined),-1.5,-2,.,.,.,.,.,.,12,-2
CCOC(=O)c1ccc(NC(=S)N2CCSC2c2c(F)cc(F)cc2F)cc1 (centres undefined),0.2,-11,0,1,-15,2.3,7,.,6,1
O=C(NCc1nc2ccccc2[nH]1)C1=C[C@@H](c2csc3ccccc23)C[C@@H](OCc2ccc(CO)cc2)O1,-0.3,-64,-9,2,-9,-0.8,1,-0.8&-3.3,7,3
Cn1nc(C(F)(F)F)c(C(=O)Nc2ccc(F)cc2)c1Cl,0.3,-6,3,-3,-17,i,10,.,27,-2
CCNC(=O)COC(=O)COc1ccc(Cl)cc1C,1.1,1,4,4,-13,i,-2,-2.0,8,3
COc1cccc(Nc2nc3ccccc3nc2NS(=O)(=O)c2cccs2)c1,-0.5,9,-9,17,-10,0.1,37*,-1.1,34,1
O=C(Nc1ccccn1)c1cccc(S(=O)(=O)N2CCc3ccccc3C2)c1,.,0,-1,-6,-20,i,1,0.2,.,.
COc1cc(/C=C2\SC(=S)N(CCC(=O)Nc3ccccc3O)C2=O)cc(OC)c1OC,3.2,-41,-2,-2,20,-0.8,14,-2.7,-3,5
CC1=NN(C(N)=S)C(=O)C1N=Nc1c(C)n(C)n(-c2ccccc2)c1=O (centres undefined),1.4,2,5,-11,-3,-0.2,31*,0.1,.,.
COc1ccc(S(=O)(=O)N2CCc3ccccc32)cc1C(=O)N(CC(C)C)C1CCS(=O)(=O)C1 (centres undefined),4.0,6,-10,3,-2,i,12,0.1,.,.
O=C(c1ccc(-c2ccccc2)cc1)C1CCCN(C(=O)Cn2cncn2)C1 (centres undefined),1.3,0,-12,5,-7,i,-2,.,14,0
CCC(C(=O)NCCN1CCOCC1)n1c2ccccc2c2nc(=O)cc(C)n21 (centres undefined),-0.9,17,12,5,-2,-0.1,2,-1.5,6,2
COc1cc2c(cc1OC)C(c1cccc(Br)c1)NC(=O)C2 (centres undefined),-1.5,.,-7,2,3,i,16,3.0,1,3
Cc1cc(/C=N/NC(=O)c2cccc(N(C)C)c2)c(C)n1-c1cc(C(=O)O)cc(C(=O)O)c1,.,.,1,7,.,-0.3,9,.,12,0
COc1cc(Br)c(/C=C/c2ccc3cccc(O)c3n2)cc1OC,-1.4,3,7,-4,-16,-1.4,9,-0.5,.,-1
O=S(=O)(Cc1ccccc1)N1CCN(Cc2c(F)cccc2Cl)CC1,.,.,-8,1,-3,-4.8,3,-2.2,.,.
O=[N+]([O-])c1cccc2cn[nH]c12,0.1,7,8,-1,-8,i,12,-0.4,1,-4
Cc1cc2c(cc1C)CSC(c1ccccc1O)SC2,-0.2,-21,-1,0,20,-0.3,4,.,13,5
OCCNc1nc(Cl)nc(NCc2ccco2)n1,1.0,-1,13,-1,0,0.6,0,-1.2,17,-4
CCOC(=O)c1c(C)oc2ccc(OCC(N)=O)cc12,-0.6,5,1,-1,10,1.6,3,.,3,-2

# Quoted at random: 6 entries already listed.
SMILES,UGM FP inh,Rv3671c inh,MazF activator,Mtb FBA inh,PriA SSB inh,Vc quorum ag,GDH-TPI inh,Mtb BioA inh,VHR inh abs,3CLpro inhibitor
COc1ccc(S(=O)(=O)N2CCc3ccccc32)cc1C(=O)N(CC(C)C)C1CCS(=O)(=O)C1 (centres undefined),4.0,6,-10,3,-2,i,12,0.1,.,.
OCCNc1nc(Cl)nc(NCc2ccco2)n1,1.0,-1,13,-1,0,0.6,0,-1.2,17,-4
COc1cc(Br)c(/C=C/c2ccc3cccc(O)c3n2)cc1OC,-1.4,3,7,-4,-16,-1.4,9,-0.5,.,-1
Cc1cc2c(cc1C)CSC(c1ccccc1O)SC2,-0.2,-21,-1,0,20,-0.3,4,.,13,5
CCOC(=O)c1c(C)oc2ccc(OCC(N)=O)cc12,-0.6,5,1,-1,10,1.6,3,.,3,-2
O=S(=O)(Cc1ccccc1)N1CCN(Cc2c(F)cccc2Cl)CC1,.,.,-8,1,-3,-4.8,3,-2.2,.,.

# (more compounds)
SMILES,UGM FP inh,Rv3671c inh,MazF activator,Mtb FBA inh,PriA SSB inh,Vc quorum ag,GDH-TPI inh,Mtb BioA inh,VHR inh abs,3CLpro inhibitor
COc1cc(C(=O)OCC(=O)Nc2ccc(C(C)=O)cc2)ccc1OCC(=O)N1CCOCC1,1.3,9,4,1,-12,-0.2,0,.,12,0
CCOc1ncccc1C(=O)Nc1c(C)n(C)n(-c2ccccc2)c1=O,-1.2,3,8,2,-3,-0.5,13,0.1,45,1
O=C(COc1cc2oc(=O)c3c(c2cc1Cl)CCC3)N1C[C@H]2C[C@@H](C1)c1cccc(=O)n1C2,-3.4,-7,-17,5,-5,-0.3,25,8.9,16,-2
O=C(O)c1ccc(S(=O)(=O)NCC2CCCCC2)cc1,3.8,.,2,5,-3,i,-9,-1.1,5,-1
CN1C(=O)C(c2ccccc2)C(=O)N(C)C1=O,-2.5,-14,11,1,10,i,4,-1.1,.,.
O=C(OCCN1C(=O)c2ccccc2C1=O)c1ccccc1,0.9,9,4,3,-14,-0.4,-7,.,27,3
C=CCn1ncc(OC)c(Cl)c1=O,0.2,3,5,-1,-11,i,4,.,13,-1
COc1ccc(NC(=O)CCC(=O)Nc2ccc3nc(N4CCOCC4)cc(C)c3c2)c(OC)c1,-2.4,-4,12,14,-11,-0.2,-5,-5.5,33,-6
CCCCc1ccc(NC(=O)c2cnccn2)cc1,-5.4,-8,-4,3,-7,i,10,4.1,13,2
CCOC(=O)N1CCN(C(=O)C2CCCN(c3ncnc4c3nc3n4CCCCC3)C2)CC1 (centres undefined),-1.7,-1,7,-1,-9,-0.3,-7,.,15,1
COc1ccc(CN2CCNC(=O)C2CC(=O)N(C)Cc2ccon2)cc1OC (centres undefined),-2.1,4,6,0,-5,.,-1,.,13,-1
COCCn1nnnc1C(c1cccs1)N1CCN2CCCC2C1 (centres undefined),1.0,-2,2,0,-3,-0.2,-10,.,-18,4
Cc1[nH]c(=O)[nH]c(=O)c1NS(=O)(=O)c1ccc2c(c1)CCCC2,4.0,-1,-13,0,-4,-3.8,13,0.6,2,0
C=CCCC(=O)N(C)CCO,3.5,0,9,1,-4,-0.4,-8,0.2,.,.
Cc1ccc2c(CC(=O)NNC(=O)c3ccccc3)coc2c1,-0.7,0,-5,-1,-11,-0.2,-3,.,-2,0
CCc1ccccc1NC(=O)CSC1=C(C#N)C(c2ccc(O)c(OC)c2)C2=C(CCCC2=O)N1 (centres undefined),1.8,3,-7,-2,-28,i,10,4.0,0,1
Cc1cc(OC(C)C(=O)N(Cc2ccco2)C2CCS(=O)(=O)C2)ccc1Cl (centres undefined),0.3,3,-1,-3,-22,-0.2,5,-0.7,6,3
COc1ccc2[nH]c3c(c2c1)CN(C)CC3,3.3,3,0,3,-22,i,-1,-3.8,9,-10
Cc1nn(CC(=O)N2CCN(C)CC2)c(=O)c2c1sc1ccccc12,-1.1,-6,-3,15,-2,i,12,1.2,45,-3
NS(=O)(=O)c1ccc(CCNC(=O)c2ccc3c(=O)n4c(nc3c2)CCCCC4)cc1,2.6,-3,2,-1,-2,i,3,.,.,.
COC(=O)CN1C(=O)[C@H]2[C@@H](c3ccc(C)o3)N3C(=O)CN(Cc4ccccn4)C(=O)[C@@]3(C)[C@H]2C1=O,0.8,-6,5,2,10,i,19,1.9,32,-4
CC(=O)Nc1ccc(S(=O)(=O)Nc2ncccn2)cc1,3.6,1,-3,2,-8,-0.4,3,1.6,12,3
COc1ccc(C2c3cc4c(cc3OC(N3CCOCC3)C2C)OCO4)c(OC)c1 (centres undefined),.,.,3,4,12,-0.9,10,.,.,.

# The list is partial; rates above refer to the full screens.
